PABP1 MLLE inh = inhibitors of PABP1 MLLE–PAM2 peptide binding, primary screen, biochemical, fluorescence polarization, FITC-PAM2, GST-MLLE; Polyadenylate-binding protein 1 (Homo sapiens), P11940; inhibition, % at 20 µM; AID 588489, 2011; hit rate 0.36% among 360,000; in the data active = inhibition above about 35%, passing the limit was not always enough;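 also: plate controls were DMSO wells with GST-MLLE for no effect and wells lacking GST-MLLE protein for full effect; some results filed as inactive read as strong as hits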
bovine MsrA act = bovine MsrA enzyme activators, primary screen, biochemical, absorbance, HTS. Methionine sulfoxide reductase A (Bos taurus). purified bovine MsrA, absorbance read-out. activation, % at 10.6 µM. hit rate 0.3% among 360,000. AID 602163, 2012; in the data active = activation above about 7.5%;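 also: 0% = vehicle and 100% = reference activator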
SKN-1 inh = suppressors of acrylamide-induced Pgst-4::GFP reporter in worms, primary screen, SKN-1 inhibitor project, whole organism, uHTS, GFP/RFP fluorescence ratio, strain VP596; hit rate 0.49% among 360,000; AID 624304, 2012; inhibition, % at 21.8 µM; C. elegans VP596 Pgst-4::GFP/RFP ratio, 24 h;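 active = interference check ratio from 0.5 to 1.5 plus GFP to RFP signal ratio inhibition reaching or exceeding a fixed threshold, cut at about 30% in these data, passing the limit was not always enough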; also: some compounds called inactive have numbers as strong as hits
MsrA inh = bovine MsrA enzyme inhibitors, primary screen, biochemical, absorbance, HTS | inhibition, % at 15.5 µM | hit rate 0.75% among 360,000 | Methionine sulfoxide reductase A (Bos taurus) | purified bovine MsrA, absorbance read-out | AID 651718, 2012; in the data active = inhibition above about 4.5%;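 also: 0% = vehicle wells with enzyme and 100% = reference inhibitor wells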
TbMetRS inhib = T. brucei MetRS inhibitors, primary screen, biochemical, luminescence; methionyl-tRNA synthetase (Trypanosoma brucei brucei); hit rate 0.4% among 360,000; purified T. brucei MetRS, ATP depletion, Kinase-Glo luminescence; inhibition, % at 11.9 µM;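 active = inhibition above a per-plate cutoff of the control wells' mean inhibition plus 3 SD, cut at about 5.5% in these data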;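 also: 0% = DMSO wells median and 100% = median of wells with control inhibitor compound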
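Test system – parasite MetRS enzyme · Reagent – substrates ATP, L-methionine and bulk Escherichia coli tRNA · Doses – 11.9 µM compound single dose, 0.9% DMSO · Times – 15 min enzyme-compound preincubation, 2 h reaction, 10 min detection, 25 °C · Signal – Kinase-Glo luminescence, ATP depletion format · Controls – DMSO-only wells as low control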
CendR NRP1 mod = modulators of CendR peptide binding to NRP-1, primary screen, biochemical, fluorescence polarization, uHTS. Neuropilin-1 (Homo sapiens), O14786. FAM-RPARPAR peptide binding to NRP-1. inhibition, % at 25 µM. hit rate 0.85% among 360,000;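 active = inhibition or corrected inhibition above about 18%, plus a signal ratio from 0.5 to 1.5, limit read from the data, passing the limit was not always enough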; also: strong numbers were not always called active
Target sequence (O14786 whole entry, looked up): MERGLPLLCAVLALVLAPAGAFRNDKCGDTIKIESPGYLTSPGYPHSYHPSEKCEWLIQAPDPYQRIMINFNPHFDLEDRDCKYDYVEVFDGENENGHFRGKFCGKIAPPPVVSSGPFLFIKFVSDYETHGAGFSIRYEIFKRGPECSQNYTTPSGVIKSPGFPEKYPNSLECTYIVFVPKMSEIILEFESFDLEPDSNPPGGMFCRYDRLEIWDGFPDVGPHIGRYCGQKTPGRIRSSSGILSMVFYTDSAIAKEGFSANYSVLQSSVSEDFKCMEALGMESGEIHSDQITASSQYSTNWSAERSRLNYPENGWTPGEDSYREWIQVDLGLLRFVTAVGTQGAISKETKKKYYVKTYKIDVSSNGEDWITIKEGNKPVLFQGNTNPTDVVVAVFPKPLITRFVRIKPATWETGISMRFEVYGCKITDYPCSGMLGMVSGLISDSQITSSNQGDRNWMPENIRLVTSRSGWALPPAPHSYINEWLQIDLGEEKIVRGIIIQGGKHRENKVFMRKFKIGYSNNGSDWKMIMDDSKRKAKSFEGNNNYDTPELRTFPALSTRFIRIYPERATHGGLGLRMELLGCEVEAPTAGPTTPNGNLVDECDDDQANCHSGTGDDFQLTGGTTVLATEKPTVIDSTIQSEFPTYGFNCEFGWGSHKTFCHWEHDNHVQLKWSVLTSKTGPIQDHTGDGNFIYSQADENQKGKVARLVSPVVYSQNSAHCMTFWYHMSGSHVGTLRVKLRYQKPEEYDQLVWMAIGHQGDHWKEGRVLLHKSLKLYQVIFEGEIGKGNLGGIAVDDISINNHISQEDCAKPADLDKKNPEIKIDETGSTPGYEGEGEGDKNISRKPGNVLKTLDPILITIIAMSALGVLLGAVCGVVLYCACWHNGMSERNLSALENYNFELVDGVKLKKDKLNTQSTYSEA
FAS TE block = FAS thioesterase domain inhibitors, primary screen, biochemical, fluorescence intensity, uHTS | Fatty acid synthase (Homo sapiens), P49327 | recombinant FAS-TE, OMFH fluorogenic substrate, fluorescence endpoint | inhibition, % at 15 µM | hit rate 0.67% among 360,000 | AID 602261, 2012;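 active = compounds whose normalised, plate-corrected inhibition of enzyme fluorescence in the single-dose primary screen is 50% or more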;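 also: 0% = DMSO with enzyme and 100% = substrate without enzyme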
MT1-MMP act inh = blockers of MT1-MMP proenzyme processing, primary screen, HT1080 RFP-PRO-GFP cells, GFP/RFP fluorescence | hit rate 0.061% among 360,000 | Matrix metalloproteinase-14 (Homo sapiens), P50281 | GFP/RFP ratio change, % at 20 µM | AID 651647, 2012 | GFP/RFP ratio fluorescence, overnight; percent of plate control window, DMSO zero;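 active = GFP/RFP ratio change of at least 30% with cell ATP level not reduced by more than half and red fluorescence within 50% of control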; also: strong numbers were not always called active
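Material – HT1080 RFP-PRO-GFP cells · Control set – DMSO wells and RFP-L50D-GFP cells · Incubation – overnight cell settling, then overnight compound exposure, 37 °C, 5% CO2 · Compound dosing – single-point 20 µM compound, 1% DMSO · Read-out – GFP/RFP fluorescence ratio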
E coli Lon inh = inhibitors of E. coli Lon protease, primary screen, biochemical, fluorescence polarization; P0A9M0; purified E. coli Lon protease; inhibition, % at 7.94 µM; hit rate 0.42% among 360,000; AID 602123, 2011; in the data active = inhibition above about 13%, passing the limit was not always enough;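 also: 0% = enzyme with probe and DMSO and 100% = no enzyme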
The depositor's hits bear a star; · = not tested or not shown.

Sequence of screens – PABP1 MLLE inh, bovine MsrA act, SKN-1 inh, MsrA inh, TbMetRS inhib, CendR NRP1 mod, FAS TE block, MT1-MMP act inh, E coli Lon inh
> Cc1ccc(-c2noc(-c3ccccc3C(=O)N3CCN(C)CC3)n2)cc1
 : 0, -4, 6, -0.5, -0.3, -6, -3, 0, -6
> CCOc1ccc(NC(=O)COC(=O)Cc2ccc(S(=O)(=O)N3CCOCC3)s2)cc1
 : -11, -1, 4, -0.2, 0.3, -23, 3, -3, -16
> COC(=O)CCC(=O)OC
 : -1, -1, -10, -1.1, -1.1, 5, -8, -3, -8
> O=C(CSc1nnc(-c2ccccc2O)o1)NC1CCCCC1
 : -12, -3, 20, -0.5, 0.0, -9, 2, 0, -11
> COc1ccccc1-n1ccnc(SCC(=O)NCc2ccccc2)c1=O
 : 33, -2, 6, 2.0, -0.1, -4, -6, 3, 0
> O=C(/C=C/c1ccccc1)N(Cc1ccc(Cl)cc1)C1CCS(=O)(=O)C1 (stereo not given)
 : 6, -2, -3, 1.5, -0.2, -3, 20, -3, -3
> O=C(Nc1ccccn1)C1CCN(C(=O)c2ccc(Cl)cc2)CC1
 : 0, -2, 8, -0.4, -0.4, 12, -4, -1, 2
> Cc1ccc(Oc2ccccc2NC(=O)CN2C(=O)NC3(CCCC3)C2=O)cc1
 : -1, -9, 0, 3.1, -0.1, 4, -1, 2, 4
> CCCC(=O)Nc1cc(-c2nnc(OC)c3ccccc23)ccc1N1CCOCC1
 : -4, -7, -2, 0.1, -1.0, 0, -2, -3, 8
> CCn1c(C)[n+](CC)c2ccc(S(=O)(=O)N(C)C)cc21
 : -110, -10, -12, 0.7, -1.0, 6, -4, -4, 2
> O=C(Nc1cccn(Cc2c(F)cccc2Cl)c1=O)NC1CCCCC1
 : 9, -5, 15, 0.4, -1.2, -23, 0, -20, 6
> O=C(O)C(Oc1ccc2c(c1)oc(=O)c1ccccc12)c1ccccc1 (stereo not given)
 : 1, 3, -5, 3.9, -0.3, 1, -1, 1, -6
> O=C(Nc1cc(Cl)ccc1-n1cncn1)C1CC1
 : -20, -1, -2, 0.4, -0.2, 3, -2, 3, -1
> CCCCN1C(=O)C(CC(=O)NCCCCc2ccccc2)CC(C(=O)N(C(C)C)C(C)C)=C1C (stereo not given)
 : 4, -1, -8, 1.9, -0.3, -34, -2, -2, -3
> COCC1CCCN(Cc2nc(C(c3ccccc3)c3ccccc3)no2)C1 (stereo not given)
 : -4, -1, -2, -0.1, -0.6, 12, 14, -4, -1

(continued)
Sequence of screens – PABP1 MLLE inh, bovine MsrA act, SKN-1 inh, MsrA inh, TbMetRS inhib, CendR NRP1 mod, FAS TE block, MT1-MMP act inh, E coli Lon inh
> CN(CCNC(=O)c1cn(C)c2ccc(S(=O)(=O)N(C)C)cc2c1=O)CCc1ccccc1
 : -11, -3, 0, 1.3, 0.5, 3, 20, -1, -3
> Cc1nc(SCC(=O)NC2CCS(=O)(=O)C2)c(C#N)c(C)c1C (stereo not given)
 : -1, 1, 9, -0.5, -0.2, -4, -5, -4, -6
> COc1ccc(/C=C2\Oc3cc(OCC(=O)N4CC(O)C[C@H]4C(=O)O)ccc3C2=O)c(OC)c1OC (stereo not given in full)
 : 5, 1, -15, 4.9*, -0.7, -12, -1, 0, -6
> CCCNc1ccc(S(=O)(=O)N(C(C)C)C(C)C)cn1
 : -2, -1, 7, -1.0, -0.2, -8, 0, 10, 1
> O=C(Cc1ccc([N+](=O)[O-])cc1)Oc1ccccc1
 : -2, -3, -15, 0.3, -0.2, -8, 0, -1, -10
> NC1=NC(=O)/C(=C/c2ccsc2)S1
 : -17, -6, 5, 5.7*, 0.2, -29, -3, -3, 1
> O=C(Nc1ccnc(-c2cccnc2)n1)c1ccc(Cl)cc1
 : -8, -3, -3, -0.5, -0.3, -21, 4, 4, -9
> NC(=O)CC(NC(=O)Cc1ccc(Br)cc1)c1ccc(N2CCC(N3CCCCC3)CC2)c([N+](=O)[O-])c1 (stereo not given)
 : 0, 0, 2, 0.5, 0.1, -11, -8, -2, 3
> CC(C)CCn1c(=O)c2c(nc3n2CCCN3Cc2ccccc2)n(C)c1=O
 : -3, 3, 4, 1.5, -0.9, 4, 5, 7, -9
> Cc1ccc(Nc2cc(=O)[nH]c(=O)[nH]2)cc1C
 : 21, -3, 6, 0.2, -0.5, -6, -4, -4, 6
> Cc1ccc(C(=O)CSC2=NC(N)=C(C#N)C3(CCCCC3)C2C(N)=O)cc1 (stereo not given)
 : 28, -5, 20, 1.7, -0.5, -5, -4, -1, -8
> O=C(CCSc1ccc(F)cc1)Nc1ccc(-n2cnnn2)cc1
 : 8, -2, 1, -0.9, 0.3, 2, 6, -4, -1
> O=C(CCCN1C(=O)c2ccccc2C1=O)Nc1ccccc1
 : 15, -1, -2, -0.3, -0.3, -10, -6, -1, 7
> CCOc1cc2[nH]c(=S)n(C3CC3)c(=O)c2cc1OCC
 : 9, -3, -12, 2.4, -0.1, -23, -1, 2, -5
> CCOC(=O)c1c(C)[nH]c(C)c1S(=O)(=O)N(C)CC(=O)Nc1ccccc1
 : -3, 2, 1, -0.2, 0.2, 15, -2, 0, -5

Already shown: an excerpt of the list.
Sequence of screens – PABP1 MLLE inh, bovine MsrA act, SKN-1 inh, MsrA inh, TbMetRS inhib, CendR NRP1 mod, FAS TE block, MT1-MMP act inh, E coli Lon inh
> Cc1ccc(Nc2cc(=O)[nH]c(=O)[nH]2)cc1C
 : 21, -3, 6, 0.2, -0.5, -6, -4, -4, 6
> Cc1ccc(C(=O)CSC2=NC(N)=C(C#N)C3(CCCCC3)C2C(N)=O)cc1 (stereo not given)
 : 28, -5, 20, 1.7, -0.5, -5, -4, -1, -8
> O=C(CCSc1ccc(F)cc1)Nc1ccc(-n2cnnn2)cc1
 : 8, -2, 1, -0.9, 0.3, 2, 6, -4, -1
> O=C(CCCN1C(=O)c2ccccc2C1=O)Nc1ccccc1
 : 15, -1, -2, -0.3, -0.3, -10, -6, -1, 7
> CCOc1cc2[nH]c(=S)n(C3CC3)c(=O)c2cc1OCC
 : 9, -3, -12, 2.4, -0.1, -23, -1, 2, -5
> CCOC(=O)c1c(C)[nH]c(C)c1S(=O)(=O)N(C)CC(=O)Nc1ccccc1
 : -3, 2, 1, -0.2, 0.2, 15, -2, 0, -5

(list continues)
Sequence of screens – PABP1 MLLE inh, bovine MsrA act, SKN-1 inh, MsrA inh, TbMetRS inhib, CendR NRP1 mod, FAS TE block, MT1-MMP act inh, E coli Lon inh
> Cn1cccc1CN1CCC[C@]2(N[C@H](c3ccccc3)[C@@H]3C(=O)N(Cc4ccccc4)C(=O)[C@@H]32)C1=O
 : -2, -5, -3, 1.1, -1.3, -2, 0, 3, -7
> COc1ccc(-c2cc3nc(C)cc(-c4ccc(OC)cc4)n3n2)cc1
 : -3, -3, 15, 2.9, -0.8, 2, 10, -1, 2
> CC(NC(=O)c1ccco1)c1cccc2ccccc12 (stereo not given)
 : 21, -2, 6, 1.1, -0.9, -5, -8, -6, 2
> Cc1ccc(CCNC(=O)c2nc(CS(=O)(=O)c3ccc(Cl)cc3)no2)cc1
 : 14, -1, 9, -0.3, 0.4, 1, 16, 1, -4
> O=C(N/N=C/C1CCCCC1)c1cc(Cl)ccc1O
 : -4, 1, 20, 0.8, 0.3, -5, 2, 1, 3
> Fc1ccccc1/C=C1\CCCC2=C1Nc1nnnn1C2c1ccccc1F (stereo not given)
 : 3, 1, 12, -1.6, -0.2, 2, -4, -8, -8
> Cn1c2c(c(=O)n(C)c1=O)CN(Cc1ccc(F)cc1)CN2
 : 7, -6, 13, 0.4, -1.7, 10, -4, -2, -1
> CCOC(=O)C1CCc2nc3ccccc3c(=O)n21 (stereo not given)
 : -9, -2, 6, -1.8, -1.0, -4, -4, 6, -1
> C=CCN1CN(S(=O)(=O)c2ccc(OC)cc2)c2nc3ccccc3nc21
 : -24, -4, 6, 2.9, -0.1, -10, 11, -5, -5
> Cc1c(NS(=O)(=O)c2cc(NC(=O)CCN3CCCC(C)C3)ccc2Cl)c(=O)n(-c2ccccc2)n1C (stereo not given)
 : 3, -1, -3, 2.9, -0.4, -11, -2, 4, -5
> CCOc1ccc(CNS(=O)(=O)c2c(C)nc3sccn3c2=O)cc1OC
 : 9, -3, 0, 1.6, -0.5, 5, -8, 1, 1
> CCc1ccc(NC(=O)CSc2nnc(C3CC3)n2CC2CCCO2)cc1 (stereo not given)
 : 7, -5, -4, -0.5, -0.6, 8, 4, -1, -6
> O=C(COc1ccc(C(F)(F)F)cc1[N+](=O)[O-])Nc1cccc(C(F)(F)F)c1
 : 3, 1, -11, 1.1, -0.5, 0, -13, 11, -3
> CCSc1nnc(NS(=O)(=O)c2ccc(C)cc2)s1
 : 4, -2, 1, -0.9, -0.2, -6, -6, 0, -3
> COc1cc(/C=C(\NC(C)=O)C(=O)NC(C)(C)C)ccc1OC(C)=O
 : -8, -9, -19, 0.6, -0.5, -3, -11, 9, -3

Remaining list, next part
Sequence of screens – PABP1 MLLE inh, bovine MsrA act, SKN-1 inh, MsrA inh, TbMetRS inhib, CendR NRP1 mod, FAS TE block, MT1-MMP act inh, E coli Lon inh
> S=c1[nH]nc(-c2cc(-c3ccsc3)n[nH]2)n1-c1cccc2ccccc12
 : -28, 1, 10, 1.9, 3.8, 6, -6, -2, 15
> Cc1cc(CN(Nc2ccccc2)c2ccccc2)cc(C)n1
 : 18, -2, 8, -1.2, -0.2, -1, 12, 4, 1
> Cc1ccc(S(=O)(=O)N2CCN(C(=O)COC(=O)CSc3cc(C)ccc3C)CC2)c(C)c1
 : 2, -10, 3, 0.3, -0.6, -3, 14, ·, 2
> COC(=O)N/N=C/c1cc(C)n(-c2cccc3ccccc23)c1C
 : -1, -3, 7, 0.4, -0.2, -22, -1, -3, 4
> O=C(O)CCN1C(=O)/C(=C\c2ccc(-c3nc4ccccc4s3)o2)SC1=S
 : -79, -4, 29, ·, 0.0, -104, 8, -11, -16
> COc1cc(/C=C/C(=O)O)cc(S(=O)(=O)NNC(=O)c2ccc3c(c2)OCO3)c1OC
 : 11, -2, 6, 0.0, 0.0, -7, -5, 1, -9
> CC(C1CCN(Cc2nc(C3CC3)no2)CC1)N1CCOCC1 (stereo not given)
 : -20, -10, -6, 0.2, -0.5, -3, -7, 2, -3
> CCn1ccc(-c2ccccc2)c(C#N)c1=O
 : 6, -13, -5, -0.3, -0.5, 20, -4, -7, -4
> O=C(CSc1nc2ccccc2[nH]1)N/N=C/C=C/c1ccccc1[N+](=O)[O-]
 : 12, -7, -13, 0.5, 2.0, -2, -5, 3, 3
> Cc1c(C(=O)Nc2ccccc2)sc2ncn(CC(=O)N3CCCCC3)c(=O)c12
 : -2, -3, -2, -1.1, 0.0, -4, -7, -1, -4

Hits appear at their usual frequency; about 4% have a hit in one of these screens.
